Assay outcomes deposited in PubChem by National Center for Advancing Translational Sciences (NCATS).
KDM4E inh = JMJD2E (human) inhibition | AID 2147 | 230,000 compounds, 1.6% hits | JMJD2E catalytic domain, FDH-coupled NADH fluorescence (FDH is formaldehyde dehydrogenase) | Potency, µM (titrated, usually from 57.1 µM), for inactives: at the highest dose activity change, negative = inhibition, most hits filed as inhibitors; active = well fitted inhibition curve with a large enough effect, not every such curve was filed as active; inconclusive = small, poorly fitted or top-dose-only effect, or another doubt; inactive = no such curve, though single readings can be large or run the other way;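 note: 0% = wells with enzyme and -100% = buffer wells without enzyme; nearly all actives have a fitted effect of over 50% in size; many of its hits are not listed in these tables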
Target sequence (B2RXH2 1-337 limits assumed): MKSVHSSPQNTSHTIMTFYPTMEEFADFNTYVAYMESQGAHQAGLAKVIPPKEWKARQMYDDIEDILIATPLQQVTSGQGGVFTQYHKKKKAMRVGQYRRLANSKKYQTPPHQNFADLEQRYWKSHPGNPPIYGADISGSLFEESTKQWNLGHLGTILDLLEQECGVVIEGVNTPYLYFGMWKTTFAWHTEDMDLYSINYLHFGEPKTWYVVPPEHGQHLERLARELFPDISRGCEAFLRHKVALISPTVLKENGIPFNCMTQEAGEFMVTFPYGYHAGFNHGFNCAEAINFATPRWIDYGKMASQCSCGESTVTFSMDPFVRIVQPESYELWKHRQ
Tau fluor counter = counter-screen for tau fibril formation inhibitors; Potency, µM (highest dose often 57.7 µM), for inactives: at the highest dose activity change, negative = decrease; tau K18 P301L Alexa594 fluorescence, heparin fibrillization; 280,000 compounds, 0.93% hits; note: % is set by controls: 0 for no effect and ±100 for the full control effect; nearly all actives have a fitted effect of over 55% in size
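Human tau K18 P301L (15 uM unlabeled, 0.24 uM Alexa 594-labeled) in 100 mM sodium acetate pH 7 with 20 uM heparin, 6 hr at 37 C. ThT 30 uM added, 1 hr ambient; Alexa 594 FP and total fluorescence read at 555/632 nm.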
SMN2 splice enh = SMN2 splice variant enhancement. HEK293 SMN2-luciferase splicing reporter, luminescence, 30-36 h. Potency, µM (doses to about 46.1 µM), for inactives: at the top dose activity change, positive = activation, usual class: activators. 210,000 compounds, 2.8% hits. AID 1458; note: % of control where 0% means no effect; nearly all actives have a fitted effect of over 55% in size
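qHTS luciferase splicing reporter: luminescence rises when SMN2 exon 7 is included in transfected HEK293 cells. Compound exposure lasted 30-36 h at 37C, with 4.5 mM final sodium butyrate as control, followed by a ONE-Glo read.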
HttQ103 aggreg = reduces HttQ103-GFP aggregates in PC12 cells | Potency, µM (doses to about 46.1 µM), inactives show top-dose activity change, negative = inhibition, actives largely listed as inhibitors | AID 1688 | 220,000 compounds, 1.1% hits | PC12 HttQ103-GFP aggregates, Acumen cytometry, 40 h; note: % is set by controls: 0 for no effect and ±100 for the full control effect; nearly all actives have a fitted effect of over 60% in size
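Steps: seed 1500 PC12 HTTQ103-GFP cells/well; add tebufenozide, 100 nM final; add compound titration; add ATPLite reagent; quantify GFP aggregates by laser scanning cytometry.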
Tau fibril ThT = tau fibrillization inhibition (ThT binding). AID 1460. recombinant tau K18 P301L (four-repeat tau fragment), heparin-induced fibrillization, ThT fluorescence. 270,000 compounds, 2.1% hits. P10636. Potency, µM (doses to about 57.4 µM), for inactives: at the top dose activity, negative = inhibition, most hits filed as inhibitors; note: % is set by controls: 0 for no effect and ±100 for the full control effect; nearly all actives have a fitted effect of over 55% in size
Target sequence (P10636 561-689 P618L limits assumed): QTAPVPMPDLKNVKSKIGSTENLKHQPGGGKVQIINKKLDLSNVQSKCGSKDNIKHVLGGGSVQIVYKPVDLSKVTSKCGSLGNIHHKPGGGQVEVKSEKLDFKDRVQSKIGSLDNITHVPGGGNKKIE
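In this qHTS, human K18 P301L tau is incubated with compound and heparin for 6 hr at 37 C, and Thioflavin T fluorescence then reports fibril load.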
HTT ATP protect = cytoprotection in Huntington HTT-Q103 PC12 cell model; PC12 HTT-Q103 induced, cytoprotection, ATP luminescence, 40 h; 230,000 compounds, 0.14% hits; AID 1471; Potency, µM (top dose mostly 56.4 µM), for inactives: cytoprotection (ATP increase), most hits filed as activators;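 note: % of control where 0% means no effect; nearly all actives have a fitted effect of over 45% in size; toxic huntingtin expression switched on by the ecdysone agonist tebufenozide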
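Readout: ATPlite luminescence (ATP level). Model: stable PC12, inducible Htt exon1 Q103-GFP. Inducer: tebufenozide, 100 nM final. Compounds: dose series. No G418 in medium.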
Tau FP inhib = inhibitors of human tau fibril formation; P10636; K18 P301L tau heparin fibrillization, Alexa594 FP, 6 h; Potency, µM (titrated, usually from 57.7 µM), for inactives: top-dose activity, negative = inhibition, hits mostly inhibitors; 280,000 compounds, 0.39% hits; note: % is set by controls: 0 for no effect and ±100 for the full control effect; nearly all actives have a fitted effect of over 55% in size
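Steps: dispense K18 P301L tau (15 uM plus 0.24 uM Alexa 594 tracer, final) in pH 7 sodium acetate; add compound; add heparin (20 uM final); incubate 6 hr, 37 C; add ThT (30 uM final); after 1 hr ambient, read FP.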
ALDH1A1 inh = blocks purified human ALDH1A1 activity; Purified ALDH1A1, NADH fluorescence, propionaldehyde substrate; Potency, µM (series often up to 75.3 µM), inactives show at the top dose activity, negative = inhibition, hits mostly inhibitors; 220,000 compounds, 7.3% hits; AID 1030; active = well fitted inhibition curve with a large enough effect, not every such curve was filed as active; inconclusive = small, poorly fitted or top-dose-only effect, or another doubt; inactive = no such curve, though single readings can be large or run the other way;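 note: plate controls were no enzyme wells and a reference inhibitor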
Target sequence (P00352 whole entry, looked up): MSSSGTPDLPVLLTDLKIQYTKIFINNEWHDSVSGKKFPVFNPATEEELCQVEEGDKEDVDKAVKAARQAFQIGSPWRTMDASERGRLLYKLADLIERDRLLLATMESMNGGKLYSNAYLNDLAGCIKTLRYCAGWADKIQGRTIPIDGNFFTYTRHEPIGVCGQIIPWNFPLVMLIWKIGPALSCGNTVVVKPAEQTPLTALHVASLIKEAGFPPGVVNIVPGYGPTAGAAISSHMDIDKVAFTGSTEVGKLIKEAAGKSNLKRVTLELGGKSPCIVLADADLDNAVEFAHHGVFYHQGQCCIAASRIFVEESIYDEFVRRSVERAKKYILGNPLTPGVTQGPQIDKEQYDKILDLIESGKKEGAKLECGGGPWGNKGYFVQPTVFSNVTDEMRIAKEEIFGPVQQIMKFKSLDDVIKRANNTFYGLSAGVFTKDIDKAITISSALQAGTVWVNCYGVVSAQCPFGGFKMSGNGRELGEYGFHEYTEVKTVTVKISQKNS
* marks the source's active call; other numbers are inactive results; ? = inconclusive; / = no result given; & = joins results of further samples; [ ] = dose if it differs, or a comment. Unless noted, calls come from the whole dose curve; as a rule, active = well fitted curve in the direction sought with a large enough effect; inconclusive = small, poorly fitted or top-dose-only effect, or another doubt; inactive = no such curve, though single readings can be large; an effect the other way counts as inactive or inconclusive. Potency is the fitted concentration of half-maximal effect. This is a subset, so the mix of outcomes need not match the whole.

No.	Molecule	KDM4E inh	Tau fluor counter	SMN2 splice enh	HttQ103 aggreg	Tau fibril ThT	HTT ATP protect	Tau FP inhib	ALDH1A1 inh
1	CN1CCCN(CC(O)COCc2cccs2)CC1 (stereo unspecified)	?	-7%	21%	-4%	?	17%[10 µM]	-10%	-13%
2	O=C(NCC1CCCO1)c1ccc(COc2ccccc2Br)cc1 (stereo unspecified)	4%	-13%	-10%	-17%	?	/	6%	2%
3	COc1cccc(C2CC(c3ccccc3)Nc3nc(N)nn32)c1 (stereo unspecified)	8%	0%	/	18%[9.22 µM]	-2%	13%[10 µM]	-6%	-9%
4	COCCCNC(=O)CN(c1cccc(Cl)c1C)S(C)(=O)=O	-5%	3%	-5%	-6%	0%	-7%[10 µM]	-9%	-5%
5	CCOc1cc(/C=C(/C#N)c2nc3ccccc3[nH]2)ccc1Oc1ccc([N+](=O)[O-])cn1	?	?	4%	-19%	-12%	-9%[10 µM]	?	?
6	COc1cccc(C2=NOC(C(=O)NCc3ccccn3)C2)c1 (stereo unspecified)	-5%	-3%	0%	-15%	-7%	38%	-6%	0%
7	Cn1c(SCC(=O)Nc2cccc(F)c2)nc2c([nH]c3ccccc32)c1=O	?	-8%	-8%	12%[9.22 µM]	0%	8%	-6%	-2%
8	Cc1ccc2cc(CCNC(=O)c3cccc([N+](=O)[O-])c3)c(=O)[nH]c2c1C	12%	-2%	-35%[inhibitor]	0%	5%	7%[10 µM]	-13%	?
9	O=C(N/N=C/c1ccco1)c1cccc(S(=O)(=O)Nc2ccccc2Cl)c1	4%	-1%	-5%	16%	-10%	7%[10 µM]	3%	1%
10	CCOc1ccc(-n2c(SCc3nc(-c4cccs4)no3)nnc2-c2ccncc2)cc1	-2%	-5%	?	-4%	-19%	4%	9%	-2%
11	C/C(CC(=O)Nc1ccc(F)cc1)=N\NC(=O)c1ccccn1	5%	-8%	/	-8%	-15%	-114%[inhibitor]	-13%	-6%
12	CC1=NOC(=O)/C1=C\c1ccccc1	-21%	-2%	/	-17%[9.22 µM]	/	4%[10 µM]	-1%	/
13	CCCN(CCC)CCCNC(=O)c1cc2cc3ccc(OC)cc3nc2o1	?	3%	-6%	-7%	6%	-21%	?	?
14	CNC1(c2nnnn2-c2ccccc2C)CCOC(C)(C)C1 (stereo unspecified)	5%	-4%	/	1%[9.22 µM]	-2%	33%[10 µM]	-5%	/
15	COc1ccc(Cl)cc1NC(=O)CN1C(=O)CC(C)S(=O)(=O)c2ccccc21 (stereo unspecified)	-11%	-17%	-19%	-1%	-16%	-19%	4%	-8%
16	Clc1cccc(CSc2nnc(-c3c[nH]c4ccccc34)o2)c1	-7%	?	-17%	-22%	-3%	6%	?	-5%
17	CNC(=O)c1c(NC(=O)c2cc(-c3cc(C)c(C)cc3O)n[nH]2)sc2c1CCCC2	5%	-19%	/	-8%[9.22 µM]	?	1%[10 µM]	-4%	/
18	CC1CN(S(=O)(=O)c2ccc(C(=O)NN3CCN(C)CC3)cc2)CC(C)O1 (stereo unspecified)	-2%	3%	-6%	-20%	2%	10%[10 µM]	10%	4%
19	Nc1c(C(=O)Nc2nccs2)sc2nc(-c3cccs3)cc(C(F)(F)F)c12	?	3%	24%	?	7%	-6%	-6%	?
20	Cc1ccccc1N/N=C/c1ccc(N2CCOCC2)cc1	?	-14%	12%	-7%	?	-6%	1%	8.9µM*
21	Cc1cc(C)c(Cn2c(=O)n(CCC(=O)NCc3ccc4c(c3)OCO4)c(=O)c3ccccc32)c(C)c1	/	-4%	3%	/	1%	/	0%	/
22	CC(C)CNC(=O)COC(=O)c1c2c(nc3ccccc13)/C(=C/c1cccs1)CC2	?	?	/	5.6µM*	?	-19%[10 µM]	-7%	-4%
23	Cc1ccc(C(=O)N(CC#N)CC#N)cc1C	13%	-1%	/	12%[9.22 µM]	-2%	-2%[10 µM]	2%	10%
24	COc1ccc(C2=NOC(C(=O)NCCN3CCOCC3)C2)cc1 (stereo unspecified)	3%	3%	-16%	11%	11%	11%	-6%	?
25	O=C(NN1C(=O)C2C(C1=O)C1C=CC2C12CC2)c1cccnc1 (stereo unspecified)	-3%	-2%	10%	1%	-1%	-17%	-7%	-1%

The list goes on.
No.	Molecule	KDM4E inh	Tau fluor counter	SMN2 splice enh	HttQ103 aggreg	Tau fibril ThT	HTT ATP protect	Tau FP inhib	ALDH1A1 inh
26	O=C(NCc1ccccn1)C(=O)C1C(=O)Nc2ccccc21 (stereo unspecified)	-1%	0%	0%	0%	1%	-4%	-6%	?
27	Cc1ccc(S(=O)(=O)/N=C/c2ccco2)cc1	2%	7%	/	18%	1%	-1%	3%	15%
28	O=C(CSc1nnc2ccccn12)NNC(=O)c1ccc([N+](=O)[O-])cc1	-5%	2%	/	-7%[9.22 µM]	0%	1%[10 µM]	0%	/
29	CC(C)NC(=O)c1ccc(CS(=O)(=O)c2ccc(Br)cc2)o1	12%	-1%	-2%	0%	-10%	0%	4%	-3%
30	CCOc1ccc(NC(=O)CN2CCN(C3c4ccccc4-c4ccccc43)CC2)cc1	-3%	-14%	-2%	?	?	15%[10 µM]	10%	11µM*
31	Cc1ccc2nc(C3CCCN(C(=S)Nc4cccc(C)c4C)C3)[nH]c2c1 (stereo unspecified)	10%	-20%	-12%	-1%	-6%	-5%	-7%	-7%
32	COC(=O)NCc1ccc(Cl)c(Cl)c1	5%	3%	-11%	13%[9.22 µM]	-14%	-18%	2%	9%
33	CC1CC(C)CN(c2nc3c(c(=O)n(C)c(=O)n3C)n2C)C1 (stereo unspecified)	-3%	3%	/	1%	7%	8%	-1%	2%
34	CC(C)c1ccc2[nH]c3c(c2c1)CCCC3=O	?	-17%	9%	4%	-19%	-52%[inhibitor]	3%	-9%
35	C/C(=N/N=C(/N)SCc1ccccc1)C(C)(C)C	-2%	-12%	12%	10%	-11%	-34%[inhibitor]	-3%	?
36	COc1cc(C2NCC(c3ccc(Cl)cc3Cl)c3c2[nH]c2ccccc32)cc(OC)c1OC (stereo unspecified)	1%	-10%	-10%	?	-4%	5%[10 µM]	-4%	?
37	O=C(/C=C/c1ccc2ccccc2n1)c1cc(Cl)ccc1O	?	-15%	/	13%[9.22 µM]	/	-15%[10 µM]	-4%	/
38	CCOC(=O)c1[nH]c2ccccc2c1NC(=O)Nc1ccc(OC)cc1	-19%	-27%	?	?	-19%	11%[10 µM]	13%	-10%
39	CSc1nc(C)cc(OCC(=O)N2CCOCC2)n1	5%	9%	5%	-7%	9%	-11%	7%	7%
40	CCOC(=O)c1ccc2ncc(C(=O)OCC)c(NCCCN3CCOCC3)c2c1	?	-2%	8%	3%[9.22 µM]	-9%	-18%	-1%	7%
41	CC(=O)Nc1ccc(C(=O)N/N=C(\C)CC(=O)Nc2ccc(OCc3ccccc3)cc2)cc1	5%	-14%	24%	10%	-15%	12%[10 µM]	-4%	-6%
42	COC(=O)c1ccccc1NC(=O)C(CCS(C)(=O)=O)NC(C)=O (stereo unspecified)	?	5%	3%	5%	6%	-6%	3%	-10%
43	CCOC(=O)NC(NC(=S)Nc1ccc(OC)cc1)C(Cl)(Cl)Cl (stereo unspecified)	1%	-17%	-13%	-10%	-4%	15%[10 µM]	-5%	3%
44	Nc1cccc(CCc2nc3ccccc3[nH]2)c1	5%	-26%	12%	21%	?	/	-4%	-3%
45	CCNC(=O)Cn1cc(C(F)(F)F)cc(Cl)c1=O	-2%	0%	/	-17%[9.22 µM]	0%	4%[10 µM]	-6%	/
46	Cc1ccc(N2C(=O)C3ON(c4ccccc4)C(c4ccncc4)C3C2=O)c(C)c1 (stereo unspecified)	-7%	3%	-2%	-5%	11%	4%	-5%	?
47	Cn1c(C(O)c2ccccc2)nc(Cl)c1Cl (stereo unspecified)	3%	2%	-16%	?	1%	-9%	4%	1%
48	c1ccc(CSc2nnc3c4ccccc4c4ccccc4c3n2)cc1	-5%	-24%	-7%[9.22 µM]	-16%[9.22 µM]	?	1%&-12%[10 µM]	9%	?
49	CCN1C(=O)C2(C(C(=O)c3ccc(C)o3)=C(O)C(=O)N2CCCN2CCOCC2)c2ccccc21 (stereo unspecified)	-6%	7%	13%	?	0%	-21%[0.074 µM]	2%	?
50	O=C(Nc1cccc(Cl)c1)Nc1ccccc1C(=O)O	?	-17%	/	-7%[9.22 µM]	-3%	-17%[10 µM]	-3%	/

Continued.
No.	Molecule	KDM4E inh	Tau fluor counter	SMN2 splice enh	HttQ103 aggreg	Tau fibril ThT	HTT ATP protect	Tau FP inhib	ALDH1A1 inh
51	O=C(Nc1ccn(Cc2ccccc2F)n1)c1ccc(COc2ccc(Cl)cc2Cl)o1	18%	-12%	/	1%	-11%	-10%	-12%	-10%
52	CCN(c1ccccc1)S(=O)(=O)c1ccc(Cl)c(NC(=O)COC(=O)c2ccc(Cl)c(N)c2)c1	?	?	?	4%	11%	-8%[10 µM]	?	?
53	CCOC(=O)c1ccc(NC(=O)CNC(=O)C2CCCCC2)cc1	10%	1%	-6%	?	8%	-4%[10 µM]	10%	?
54	c1ccc2cc(C3=NCCN3)ncc2c1	?	-5%	/	/	-2%	?	-1%	-2%
55	O=C(CN1C(=O)C2C3C=CC(C3)C2C1=O)N1CCc2ccccc2C1 (stereo unspecified)	7%	-3%	12%	3%	-7%	4%	0%	-7%
56	Cc1ccccc1C(=O)NCc1nc(-c2ccc(Cl)cc2)no1	/	-17%	-16%	/	-5%	/	-8%	/
57	COc1ccc(-c2nnn3c2nc(NCCc2ccc(OC)c(OC)c2)c2ccccc23)cc1	/	?	19%	/	?	/	6%	/
58	COc1ccc2c(c1)c1nc3ccccc3nc1n2Cc1ccc(OC)c(OC)c1	1%	-14%	-12%	4%	?	-10%[10 µM]	0%	5%
59	COc1cc(C2CC(=O)Nc3c2c(=O)n(C)c2ncnn32)cc(OC)c1OC (stereo unspecified)	/	-4%	4%	/	-4%	/	0%	/

Two entries drawn at random from the list so far:
No.	Molecule	KDM4E inh	Tau fluor counter	SMN2 splice enh	HttQ103 aggreg	Tau fibril ThT	HTT ATP protect	Tau FP inhib	ALDH1A1 inh
51	O=C(Nc1ccn(Cc2ccccc2F)n1)c1ccc(COc2ccc(Cl)cc2Cl)o1	18%	-12%	/	1%	-11%	-10%	-12%	-10%
56	Cc1ccccc1C(=O)NCc1nc(-c2ccc(Cl)cc2)no1	/	-17%	-16%	/	-5%	/	-8%	/
